# Compound activity as filed in PubChem.
# human PMI inhibitors = human PMI inhibitors, high substrate, primary screen, biochemical, fluorescence intensity, high mannose 6-phosphate (AID 1220); recombinant PMI enzyme, coupled fluorescence intensity; higher % means a stronger effect; inhibition, % at 20 µM, or IC50 in µM where a hit was titrated; hit rate 0.66% among 190,000
# Insulin prom up = insulin promoter activators in MIN6 cells, imaging, high-content screening, mouse beta cells. MIN6 insulin promoter-GFP reporter; hits give high values. z-score at 5 µM. hit rate 0.3% among 190,000. AID 1625, 2009;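 active = z-score above 3 at 5 µM with at least 500 cells counted in the well; inconclusive = wells under 500 cells, flagged as cytotoxic or low count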
# Large T inhibition = SV40 large T antigen inhibitors, biochemical (AID 1903); SV40 large T antigen ATPase/helicase inhibition assay; higher % means a stronger effect; one-dose inhibition, % at 20 µM; IC50 in µM for titrated hits; hit rate 0.39% among 310,000; in the data active = a potency from the dose series; inconclusive = inhibition mostly from about 32% at the one dose, without a potency; inactive = the rest, 99 in 100 with inhibition below about 32%; note: strong numbers were not always called active
# TNAP activators = human TNAP enzyme activators, primary screen, biochemical, luminescent, no phosphate acceptor, uHTS (AID 1001); Alkaline phosphatase, tissue-nonspecific isozyme (Homo sapiens); purified TNAP, luminescent activation assay, no phosphate acceptor; higher activation fold means a stronger effect; activation fold at 20 µM; hits with a dose series show EC50 in µM; hit rate 0.03% among 200,000; in the data active = activation fold from about 3, or a potency from the dose series; inactive = the rest, 99 in 100 with activation fold below about 1.6; note: many of its hits are not listed in these tables
# West Nile virus CPE = West Nile virus antiviral activity, cell-based, CPE readout (AID 1621). hit rate 0.02% among 290,000. West Nile virus-infected cells, CPE inhibition; higher % means a stronger effect. CPE inhibition, % at 10 µM, or IC50 in µM where a hit was titrated; in the data active = a potency from the dose series; inconclusive = CPE inhibition mostly from about 3.7% at the one dose, without a potency; inactive = the rest, 99 in 100 with CPE inhibition below about 2.2%; note: strong numbers were not always called active
# PhoP inhibition = inhibitors of PhoP regulon expression, primary screen, Salmonella Typhimurium, GFP reporter (AID 1863); S. Typhimurium PhoP-regulated promoter GFP reporter, 4 h; higher % means a stronger effect; inhibition, % at 50 µM; hits with a dose series show IC50 in µM; hit rate 0.16% among 300,000;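 active = inhibition over 29.93%, a cutoff 3 SD above the screen mean, later confirmed by dose response; inconclusive = inhibition over 29.93% but no dose response follow-up; inactive = inhibition at most 29.93% or unconfirmed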;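 note: 0% = low Mg2+ inducing control and 100% = high Mg2+ repressing control; strong numbers were not always called active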
# RSV antiviral HEp-2 = RSV antiviral activity via CPE protection, HEp-2 cells, primary 10 µM value included (AID 2391); hit rate 0.13% among 310,000; one-dose CPE inhibition, % at 10 µM; IC50 in µM for titrated hits; HEp-2 cells, RSV-induced CPE inhibition; higher % means a stronger effect; in the data active = a potency from the dose series; inconclusive = CPE inhibition mostly from about 23% at the one dose, without a potency; inactive = the rest, 99 in 100 with CPE inhibition below about 21%; note: strong numbers were not always called active
# human PMI inhibition = inhibitors of human PMI, primary screen, biochemical, fluorescence intensity, coupled assay (AID 1209); purified PMI enzyme, coupled fluorescence intensity; higher % means a stronger effect; hit rate 0.42% among 190,000; Mannose-6-phosphate isomerase (Homo sapiens); one-dose inhibition, % at 20 µM; IC50 in µM for titrated hits;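 note: plate controls were DMSO vehicle for no effect and wells lacking substrate for full effect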
# ER stress rescue = rescue of cells from ER stress-induced death, primary screen, 384-well, CSM14.1, thapsigargin, ATP luminescence (AID 1222). CSM14.1 thapsigargin-induced death rescue, ATP luminescence; higher % means a stronger effect. one-dose cellular ATP content (survival), % at 20 µM; EC50 in µM for titrated hits. 190,000 tested, under 10 active;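 active = EC50 below 50 µM in the dose-response confirmation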;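 note: death triggered by thapsigargin at about 15 µM added after 2 h compound pretreatment; cell ATP read after overnight thapsigargin exposure of roughly 18 to 22 hours; normalized against plate controls of thapsigargin alone and 5% DMSO vehicle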
# Insulin prom up cell count = further read-out of Insulin prom up, marked with its call; cell count; measured here: cytotoxicity, nuclei count;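 total cells summed across four imaged fields per well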
# * marks the source's active call; other numbers are inactive results; ? = inconclusive; . = not tested or not shown. Cut-off read from the data, not from the text of the source, unless noted: active = inhibition above about 50%; inactive = the rest. An unsorted share of the library, and some 1.5% of all compounds hit somewhere here.
# Preview (three entries):
# Every second line gives: human PMI inhibitors	Insulin prom up	Insulin prom up cell count	Large T inhibition	TNAP activators	West Nile virus CPE	PhoP inhibition	RSV antiviral HEp-2	human PMI inhibition	ER stress rescue
> CCOC(=O)c1cc(CC)sc1/N=C/C1=C(O)CCCC1=O
 : 14%	-0.63	1376	10%	0.8	-0.1%	4%	2.2%	6%	0.0%
> CCOC(=O)C1=C(C)Nc2ccccc2N=C1NC(=O)c1ccc(Cl)c(S(=O)(=O)N2CCCC2)c1
 : 14%	-0.18	1142	9%	1.1	0.0%	-7%	2.1%	6%	-0.3%
> COc1ccc(N2CCN(C(=O)C3CCCN3S(=O)(=O)c3cccc4nsnc34)CC2)cc1 (centres undefined)
 : .	.	.	9%	.	0.1%	4%	2.7%	.	.

# The list itself, repeating the preview:
# Every second line gives: human PMI inhibitors	Insulin prom up	Insulin prom up cell count	Large T inhibition	TNAP activators	West Nile virus CPE	PhoP inhibition	RSV antiviral HEp-2	human PMI inhibition	ER stress rescue
> CCOC(=O)c1cc(CC)sc1/N=C/C1=C(O)CCCC1=O
 : 14%	-0.63	1376	10%	0.8	-0.1%	4%	2.2%	6%	0.0%
> CCOC(=O)C1=C(C)Nc2ccccc2N=C1NC(=O)c1ccc(Cl)c(S(=O)(=O)N2CCCC2)c1
 : 14%	-0.18	1142	9%	1.1	0.0%	-7%	2.1%	6%	-0.3%
> COc1ccc(N2CCN(C(=O)C3CCCN3S(=O)(=O)c3cccc4nsnc34)CC2)cc1 (centres undefined)
 : .	.	.	9%	.	0.1%	4%	2.7%	.	.
> CC(=O)N1N=C(c2ccncc2)OC12CCCCC2
 : 4%	-0.26	1554	11%	1	1.5%	13%	.	-6%	7.4%
> Cc1cc(C)n2nc(C(F)(F)F)c(-c3ccccc3)c2n1
 : 0%	0.15	1459	.	1.1	0.5%	.	?	1%	-1.0%
> O=C(COC(=O)CNC(=O)c1ccc(Cl)c([N+](=O)[O-])c1)NC(=O)c1ccccc1
 : .	.	.	-7%	.	0.2%	-6%	-1.1%	.	.
> O=C(CNC(=O)c1ccccc1F)NCCOc1ccccc1Cl
 : 13%	.	.	2%	1.1	0.1%	0%	0.2%	17%	-2.9%
> CCOc1ccccc1-c1nnc(SCC(=O)NC2CC3CCC2C3)n1CC (centres undefined)
 : 4%	0.21	1881	10%	1.1	-0.3%	-6%	-1.1%	4%	-2.6%
> Cc1ccc2c(c1)Oc1ccc([N+](=O)[O-])cc1C(=O)N2
 : -5%	-0.13	1366	-6%	1	-0.7%	-9%	3.0%	-6%	-11%
> COCc1[nH]nc2c1C(c1ccccc1Cl)C(C#N)=C(N)O2 (centres undefined)
 : 17%	0.12	1198	11%	0.9	0.3%	-6%	-1.1%	12%	.
> CCn1nc(NS(=O)(=O)c2ccc([N+](=O)[O-])cc2)c2cc3cccc(C)c3nc21
 : .	.	.	20%	.	0.8%	-1%	21%	.	.
> N#Cc1nc(-c2ccc(OCc3ccccc3)cc2)oc1NCc1ccco1
 : -6%	-1	1176	11%	1.1	-0.2%	-10%	0.9%	-7%	5.2%
> CN(C)CCOc1ccc2ccccc2c1
 : -10%	0.62	1158	7%	1.1	-0.8%	10%	0.2%	-7%	-0.5%
> COc1nc2c(c(-c3cc(Br)cs3)c1C#N)Cc1ccccc1-2
 : .	-0.13	1341	0%	.	-0.3%	4%	1.8%	.	.
> CC(c1ccccc1)C1CC(=O)N(c2ccccc2)C1=O (centres undefined)
 : .	.	.	10%	.	0.1%	-6%	2.1%	.	.
> COc1ccccc1C(=O)Nc1nnc(S(=O)(=O)N(C)Cc2ccccc2)s1
 : .	.	.	20%	.	0.0%	4%	0.9%	.	.
> CCOC(=O)/C(C#N)=C/c1ccc(OCC(=O)Nc2cc(C)ccc2C)c(OC)c1
 : -2%	0.05	1926	26%	1.1	0.1%	-10%	4.8%	2%	-0.5%
> CCOc1ccc(S(=O)(=O)N(C)c2ccc(OCC(=O)OCc3c(C)noc3C)cc2)cc1
 : 6%	1.3	1162	20%	0.9	-0.2%	-3%	2.0%	3%	-0.7%
> O=C(Nc1ccccc1Cl)N1C2CCC1CC(O)(c1cccnc1)C2 (centres undefined)
 : 1%	-0.8	1472	1%	1.1	-0.2%	-1%	1.8%	-3%	-1.0%
> CCCCOC(=O)CSC1=C(C#N)C(c2ccc3c(c2)OCO3)CC(=O)N1 (centres undefined)
 : 2%	1.1	1075	8%	1.1	-0.4%	12%	1.1%	5%	-1.7%
> COc1ccccc1OCCNC(=O)c1cc(SC)ccc1Cl
 : -8%	.	.	19%	1.2	-0.9%	2%	2.0%	10%	6.1%
> Clc1ccc2c(c1)CNc1c(ncnc1N1CCOCC1)O2
 : 18%	-0.44	993	-2%	1.1	0.8%	2%	0.3%	0%	0.0%
> Cc1ccc(CCNC(=O)c2cc(C)nn2-c2ccccc2)cc1
 : .	.	.	37%	.	-0.5%	-3%	-0.9%	.	.
> CC(=O)Nc1ccc(NC(=O)C/C(C)=N/NC(N)=S)cc1
 : -4%	0.86	1250	12%	1	-0.2%	-7%	-1.7%	-2%	-0.6%
> O=C(NN1CCOCC1)c1cc(-c2cccs2)nc2ccccc12
 : -10%	0.46	1281	-6%	1.1	0.0%	2%	2.8%	-22%	-1.3%
> CC(C)CNC(=O)/C=C/c1cccs1
 : -4%	0.1	1521	-4%	1.1	-0.6%	-3%	1.8%	6%	-1.4%
> O=C(CN1CCN(S(=O)(=O)c2ccc(F)cc2)CC1)N1CCOCC1
 : .	.	.	16%	.	-0.1%	-1%	0.2%	.	.
> O=P(O)(CP(=O)(c1ccccc1)c1ccccc1)c1ccccc1
 : 11%	1.2	1163	9%	1.1	0.5%	-10%	1.4%	5%	0.0%
> Cc1ccc(Nc2nc(-c3ccc(O)cc3O)cs2)nc1
 : 44%	-0.77	1399	.	2.4	0.4%	.	11%	17%	1.0%
> COC(=O)c1cc(S(=O)(=O)n2nc(C)cc2C)c(Cl)cc1Cl
 : 2%	-2.1	1555	.	1.1	0.0%	.	-0.5%	1%	-0.4%
> C=CCNC(=O)NC(=O)COC(=O)/C(C#N)=C/c1cc(C)n(CC(C)C)c1C
 : -1%	-0.26	1165	8%	1	-0.8%	-16%	-0.6%	5%	2.6%
> CCOc1cccc(CN2CCCC(N3CCc4cc(OC)c(OC)cc4C3)C2)c1O (centres undefined)
 : .	.	.	0%	.	-1.4%	-3%	1.1%	.	.
> Cc1[nH]c2ccccc2c1C(=O)COC(=O)c1c(-c2ccccc2)noc1C
 : 4%	0	1056	3%	1	-1.3%	2%	?	6%	-1.3%
> CC(=O)C1=C(C)NC(SCC(=O)Nc2nccs2)=C(C#N)C1c1ccccc1Cl (centres undefined)
 : 7%	0.41	1310	8%	1.3	-0.5%	-6%	8.2%	8%	-2.7%
> CCOC(=O)Cn1nnnc1C
 : -25%	-0.15	1161	4%	1.1	1.4%	-3%	0.4%	-20%	0.1%
> N=C(N)CCCOc1ccccc1-c1ccccc1
 : 21%	-1.5	1212	8%	1.2	2.2%	25%	15%	4%	-1.8%
> COc1ccc(NC2CCCN(C(=O)c3ccc(C(C)=O)cc3)C2)cc1 (centres undefined)
 : .	.	.	46%	.	-0.4%	-3%	0.5%	.	.
> CCOCCCNC1=C(Cl)C(=O)c2ccccc2C1=O
 : .	0.58	1001	6%	.	1.4%	0%	1.0%	.	.
> COc1ccc(N/C(=N/c2nc(C)cc(C)n2)NC(=O)c2ccccc2)cc1
 : .	-0.42	1012	12%	.	-0.1%	-4%	-0.7%	.	.
> O=C(O)c1cc(S(=O)(=O)N2CCN(S(=O)(=O)c3ccccc3)CC2)ccc1Cl
 : .	.	.	5%	.	0.7%	-9%	-0.4%	.	.
> CC(C)COc1cccc(-c2cc(C(=O)Nc3ccon3)c3ccccc3n2)c1
 : .	.	.	27%	.	1.0%	-1%	17%	.	.
> CCc1n(CC(O)COCC2CC=CCC2)c2ccccc2[n+]1C (centres undefined)
 : 29%	-0.12	1511	.	1	1.4%	.	0.7%	21%	-1.1%
> COCCN1CCN(C(=O)c2cc(COc3ccc(F)c(F)c3)on2)CC1
 : .	.	.	-3%	.	-0.7%	-1%	-0.5%	.	.
> O=C(N/N=C/c1ccccn1)c1cccc(S(=O)(=O)Nc2ccccc2Cl)c1
 : -16%	-0.05	1288	8%	1.3	-0.7%	4%	1.9%	-17%	-0.5%
> CC(C)c1ccc(/C=C/C(=O)N2CCc3ccccc3C2)cc1
 : 12%	1.3	1502	14%	1	-0.5%	-9%	20%	20%	0.3%
> Cc1cccn2c(=O)c(/C=C3\SC(=S)N(CC(C)C)C3=O)c(NCCCOC(C)C)nc12
 : 5%	.	.	10%	0.8	1.3%	5%	1.6%	5%	-1.0%
> Cc1nn(-c2ccccc2)c(C)c1/C=N/NC(=O)c1cc(-c2cccc3ccccc23)n[nH]1
 : 12%	-0.31	1268	-5%	1.1	2.5%	35%	6.0%	12%	-2.6%
> O=C(CSc1ncn[nH]1)N1CCCCC1
 : .	0.39	1016	16%	.	0.4%	-11%	1.1%	.	.
> COc1cc(/C=C2\SC(N)=NC2=O)cc(Br)c1O
 : .	.	.	?	.	-0.1%	-1%	4.7%	.	.
> Cc1ccc(OCC(=O)NC(=S)Nc2ccccn2)c(Br)c1
 : .	.	.	18%	.	-0.5%	-5%	0.8%	.	.
> COc1cc2c(c3oc(=O)cc(CC(=O)O)c13)CCC(C)(C)O2
 : .	.	.	5%	.	0.7%	-4%	2.8%	.	.

# Just PhoP inhibition and Insulin prom up cell count (six entries from above):
Structure,PhoP inhibition,Insulin prom up cell count
Cc1cccn2c(=O)c(/C=C3\SC(=S)N(CC(C)C)C3=O)c(NCCCOC(C)C)nc12,5%,.
Cc1nn(-c2ccccc2)c(C)c1/C=N/NC(=O)c1cc(-c2cccc3ccccc23)n[nH]1,35%,1268
O=C(CSc1ncn[nH]1)N1CCCCC1,-11%,1016
COc1cc(/C=C2\SC(N)=NC2=O)cc(Br)c1O,-1%,.
Cc1ccc(OCC(=O)NC(=S)Nc2ccccn2)c(Br)c1,-5%,.
COc1cc2c(c3oc(=O)cc(CC(=O)O)c13)CCC(C)(C)O2,-4%,.
